Source: PubChem
VP16 counter: counter-screen for ROR gamma inhibitors: Gal4-VP16 reporter; Drosophila S2 Gal4-VP16 UAS-luciferase, luminescence, 20 h; Potency, µM (highest dose often 53.6 µM), inactives show at the highest dose activity, negative = inhibition, hits mostly inhibitors; 310,000 compounds, 3.5% hits;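 note: Gal4-VP16 expression switched on by copper sulfate through the metallothionein promoter; potency is the fitted concentration of half-maximal effect; % is set by controls: 0 for no effect and ±100 for the full control effect; nearly all actives have a fitted effect of over 50% in size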
Menin MLL FP TR: inhibitors of human menin-MLL interaction, mutant MLL peptide; Potency, µM (top dose mostly 61.6 µM), for inactives: top-dose FP activity change, negative = inhibition, actives largely listed as inhibitors; Menin + Texas Red MLL mutant peptide, fluorescence polarization; AID 1768; O00255; 270,000 compounds, 0.23% hits; active = well fitted inhibition curve with a large enough effect in the polarisation, with a control signal flat, not every such curve was filed as active; inconclusive = small, poorly fitted or top-dose-only effect, or effect the other way, or a change in a side signal; inactive = no such curve, though single readings can be large or run the other way; the % refers to the polarisation; note: potency is the fitted concentration of half-maximal effect; % of control where 0% means no effect; many of its hits are not listed in these tables
RORgamma inh: inhibitors of mouse ROR gamma transcriptional activity | Drosophila S2 Gal4-RORgamma UAS-luciferase reporter, 20 h | Potency, µM (titrated, usually from 53.6 µM), for the others: at the highest dose activity change, negative = inhibition, actives largely listed as inhibitors | 310,000 compounds, 5.4% hits | AID 2551; note: potency is the fitted concentration of half-maximal effect; % is set by controls: 0 for no effect and ±100 for the full control effect; nearly all actives have a fitted effect of over 60% in size
Target sequence (P51450 whole entry, looked up, the tested form may be a part): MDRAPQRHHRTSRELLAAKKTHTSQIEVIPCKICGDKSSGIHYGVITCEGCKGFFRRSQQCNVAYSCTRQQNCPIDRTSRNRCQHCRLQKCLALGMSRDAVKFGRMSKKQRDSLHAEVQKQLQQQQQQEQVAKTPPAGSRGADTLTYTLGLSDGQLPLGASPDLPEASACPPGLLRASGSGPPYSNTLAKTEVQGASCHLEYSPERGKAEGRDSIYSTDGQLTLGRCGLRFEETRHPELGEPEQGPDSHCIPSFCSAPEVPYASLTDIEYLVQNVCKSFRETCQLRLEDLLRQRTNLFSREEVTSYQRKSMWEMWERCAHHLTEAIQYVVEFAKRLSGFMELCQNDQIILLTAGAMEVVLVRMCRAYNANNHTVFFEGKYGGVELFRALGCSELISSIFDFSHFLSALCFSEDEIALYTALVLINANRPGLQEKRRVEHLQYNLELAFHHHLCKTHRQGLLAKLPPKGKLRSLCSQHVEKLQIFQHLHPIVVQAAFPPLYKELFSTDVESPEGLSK
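Drosophila Schneider cells stably carrying a metallothionein-driven Gal4 DBD–ROR gamma fusion and a UAS-Photinus luciferase reporter were exposed to compound for 1 hr, then induced with copper sulfate (700 uM final) for 20 hr at ambient temperature before luminescence reading.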
KCNH2 3.1 block: blocks the human KCNH2 3.1 channel isoform; U2OS KCNH2 3.1, thallium flux FluxOr; hits give low values; activity change, % (tested at about 1.8 µM); 340,000 compounds, 0.95% hits; AID 720553;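 active = maximum activity change below -70%; inconclusive = maximum activity change from -70% to -50%; inactive = maximum activity change above -50%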;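 note: thallium influx rate constant from kinetic fluorescence after stimulation buffer; % is set by controls: 0 for no effect and ±100 for the full control effect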
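Measured as rate of thallium-driven FluxOr signal in transduced U2OS cells carrying the 3.1 channel, read kinetically for 2 min upon stimulation; values are rate constants scaled to DMSO control wells.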
Rab9 promoter act: Rab9 promoter activation. AID 485297. Huh7 Rab9 promoter-luciferase reporter, luminescence, 24 h. Potency, µM (titrated, usually from 9.22 µM), for inactives: at the highest dose activation, negative = inhibition, usual class: activators. 320,000 compounds, 2.8% hits; note: potency is the fitted concentration of half-maximal effect; % of control where 0% means no effect; nearly all actives have a fitted effect of over 60% in size
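Steps: seed 1500 Huh7 Rab9-luc cells per well, rest 2 h at 37 °C; add compound in DMSO; incubate 24 h; add luciferase reagent, 10 min ambient; read luminescence.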
PKM2 act: PKM2 (human) enzyme activation. 260,000 compounds, 0.34% hits. P14618. Potency, µM (doses to about 57.5 µM), without a hit: at the top dose activation, usual class: activators. purified PKM2, Kinase-Glo ATP luminescence, activation; response scale: 0% is enzyme alone, no compound; note: potency is the fitted concentration of half-maximal effect; % is set by controls: 0 for no effect and ±100 for the full control effect; nearly all actives have a fitted effect of over 55% in size
Target sequence (P14618 whole entry, looked up): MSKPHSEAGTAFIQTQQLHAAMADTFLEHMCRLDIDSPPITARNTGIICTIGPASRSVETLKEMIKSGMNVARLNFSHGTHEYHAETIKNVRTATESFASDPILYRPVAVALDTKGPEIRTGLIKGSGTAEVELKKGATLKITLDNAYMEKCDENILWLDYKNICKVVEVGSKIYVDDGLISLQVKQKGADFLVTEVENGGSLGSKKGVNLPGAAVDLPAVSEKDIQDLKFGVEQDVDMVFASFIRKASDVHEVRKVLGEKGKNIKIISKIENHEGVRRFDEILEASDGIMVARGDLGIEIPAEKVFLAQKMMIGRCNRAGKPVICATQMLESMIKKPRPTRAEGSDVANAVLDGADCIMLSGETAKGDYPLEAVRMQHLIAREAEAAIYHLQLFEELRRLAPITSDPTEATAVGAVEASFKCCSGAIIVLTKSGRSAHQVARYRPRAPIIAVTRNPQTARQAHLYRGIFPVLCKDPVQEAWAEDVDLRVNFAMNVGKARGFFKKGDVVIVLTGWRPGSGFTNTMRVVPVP
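Purified hPK-M2 (>95% pure) converted ADP (0.1 mM final) to ATP with 0.5 mM PEP in 50 mM imidazole pH7.2, KCl, MgCl2, Tween 20, BSA; 1 h at room temperature. ATP detected by Kinase-Glo luminescence.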
FLuc modulator: firefly luciferase modulation, counter-screen for miR-21 project; purified FLuc, Km substrates, luminescence inhibition; P08659; 360,000 compounds, 6.9% hits; Potency, µM (doses to about 57.5 µM), inactives show at the top dose activity change, negative = inhibition, hits mostly inhibitors; AID 588342;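 note: potency is the fitted concentration of half-maximal effect; plate controls were vehicle for no effect and reference inhibitor for full effect; nearly all actives have a fitted effect of over 55% in size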
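Purified P. pyralis luciferase, 10 nM final, with Km-level 10 uM D-luciferin and 10 uM ATP in 50 mM Tris acetate pH 7.5, 10 mM Mg acetate, 0.01% Tween-20, 0.05% BSA; 6-point qHTS titration about 60 µM downward; luminescence read.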
NPC1 prom act: NPC1 promoter activation; Potency, µM (highest dose often 9.22 µM), without a hit: at the top dose activation, usual class: activators; 320,000 compounds, 2.4% hits; Huh7 NPC1 promoter luciferase reporter, 24 h;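 note: potency is the fitted concentration of half-maximal effect; % of control where 0% means no effect; nearly all actives have a fitted effect of over 60% in size; reporter is driven by a mutant NPC1 promoter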
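Luminescence from an NPC1 promoter-driven luciferase reporter in stably transfected Huh7 cells was measured after 24 h compound treatment at 37 °C, followed by 10 min ambient incubation with luciferase detection reagent.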
ELG1 DNA repair: inhibitors of ELG1-dependent DNA repair in HEK293T cells; HEK293T ELG1-luciferase reporter, luminescence, 16 h; DNA damage induced by 5-fluorouridine; Potency, µM (titrated, usually from 46.1 µM), without a hit: top-dose activity change, negative = inhibition, usual class: inhibitors; 330,000 compounds, 2.3% hits; note: potency is the fitted concentration of half-maximal effect; % is set by controls: 0 for no effect and ±100 for the full control effect; nearly all actives have a fitted effect of over 55% in size
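Step one: seed 2,000 cells per well. Step two: pin-transfer compound or DMSO alongside 5-fluorouridine. Step three: incubate 16 hr, 37 °C, 5% CO2. Step four: add ONE-Glo, wait 30 min, read luminescence.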
Mito fusion yeast: mitochondrial division inhibition or fusion activation. S. cerevisiae fusion-defective mutant growth rescue, CellTiterGlo 48 h. 320,000 compounds, 0.23% hits. Potency, µM (top dose mostly 46.1 µM), for the others: top-dose growth rescue (activation), usual class: activators. AID 485298;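 note: potency is the fitted concentration of half-maximal effect; % of control where 0% means no effect; nearly all actives have a fitted effect of over 45% in size; temperature-sensitive fusion mutants such as fzo1-1 at 37 °C on non-fermentable ethanol glycerol medium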
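Temperature-sensitive fusion-defective S. cerevisiae (e.g. fzo1-1, mgm1-5) were grown with compound in YPEG medium (3% ethanol, 3% glycerol) for 48 hours at 37C. Growth rescue was measured as viability by CellTiterGlo luminescence after 10 minutes at ambient.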
MBNL1 CUG block: blocks human MBNL1 binding to CUG repeat RNA | 280,000 compounds, 0.036% hits | Potency, µM (highest dose often 57.5 µM), without a hit: at the top dose activity change, negative = inhibition, most hits filed as inhibitors | TR-FRET MBNL1-His/biotin-(CUG)12 binding, 665/545 ratio | Q9NR56; active = well fitted inhibition curve with a large enough effect in the signal ratio, with a control signal flat, not every such curve was filed as active; inconclusive = small, poorly fitted or top-dose-only effect, or effect the other way, or a change in a side signal; inactive = no such curve, though single readings can be large or run the other way; the % refers to the signal ratio; note: potency is the fitted concentration of half-maximal effect; % is set by controls: 0 for no effect and ±100 for the full control effect
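Ratiometric TR-FRET (665 over 545 nm, excitation 340 nm) tracks disruption of MBNL1-His/biotin-(CUG)12 complex after 60 min at room temperature, with compounds at 92 nM to 58 uM final.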
Starred values were filed as active, the others as inactive; u = inconclusive; x = no result given; [ ] = dose if it differs, or a comment. Unless noted, calls come from the whole dose curve; as a rule, active = well fitted curve in the direction sought with a large enough effect; inconclusive = small, poorly fitted or top-dose-only effect, or another doubt; inactive = no such curve, though single readings can be large; an effect the other way counts as inactive or inconclusive. Some of the compounds tested; rates above refer to the full screens.

SMILES | VP16 counter | Menin MLL FP TR | RORgamma inh | KCNH2 3.1 block | Rab9 promoter act | PKM2 act | FLuc modulator | NPC1 prom act | ELG1 DNA repair | Mito fusion yeast | MBNL1 CUG block
O=C(COC(=O)CSc1ccccc1)NNC(=O)c1ccc([N+](=O)[O-])cc1 | -10.5% | x | 3.1% | 3.1 | -1.3% | 1.6% | -0.7% | -5.8% | -3.7% | 3.4% | 9.9%
O=C(COC(=O)/C=C/c1cccc(F)c1)Nc1ccccc1-c1ccccc1 | -11.0% | -2.0% | 15.3% | x | -10.9% | -8.3% | -0.8% | -1.3% | 22.5% | 7.6% | -4.0%
COc1ccc(C(CC(=O)N2CCN(c3ccccc3)CC2)c2c(OC)cc(OC)c3c(-c4ccccc4)cc(=O)oc23)cc1 (stereo not given) | -3.4% | x | 0.0% | x | -8.0% | -3.0% | -1.3% | -9.8% | 9.3% | -4.8% | -0.9%
Nc1nc(SCC(=O)NC2CCCCCC2)[nH]c(=O)c1-c1ccccc1 | 0.0% | x | 10.0% | -5.5 | -8.9% | -3.1% | 0.6% | -0.1% | 1.0% | 0.8% | 2.2%
C=CCSc1nnc(NC(=O)c2nc(SCC)ncc2Cl)s1 | u | 20.0% | 11.2µM* | 5.6 | 0.4% | -1.4% | -2.4% | -2.6% | -1.5% | 24.6% | 5.0%
CC(NS(=O)(=O)c1ccc(CCC(=O)NCC2CCCO2)cc1)c1ccccc1 (stereo not given) | u | -10.7% | 13.9% | -10.3 | -5.7% | -10.6% | -3.2% | -5.5% | -18.3% | 0.9% | u
CCOC(=O)c1c(CN2CCCCC2)n(C)c2cc(Br)c(OC)cc12 | -8.2% | -16.2% | -9.4% | 4.5 | -8.7% | 1.0% | 3.1% | 0.5% | -7.3% | 1.2% | 5.7%
COc1ccc(C(=O)NC2CC2)cc1OC1CCN(C/C=C/c2ccccc2)CC1 | -1.3% | -28.9% | -0.3% | -96.9* | 6.6% | 1.7% | -1.1% | -3.3% | -8.3% | 1.0% | -6.1%
O=C(Nc1cccc(F)c1)N1CCC(n2c(=O)[nH]c3ccccc32)CC1 | 1.2% | x | -17.4% | -193.2* | -4.3% | 1.9% | 3.6% | -6.7% | -13.7% | -5.3% | -7.8%
CCOc1ccc(/C=N/NC(=O)c2cc3c(OC)cc(OC)cc3[nH]2)cc1OC | -19.1% | u | 34.7% | 3.0 | -2.2% | x | 15.1µM* | -2.3% | 23.1µM* | 7.6% | u
CCN(c1ccccc1)S(=O)(=O)c1ccc(Cl)c(NC(=O)COC(=O)c2ccc[n+]([O-])c2)c1 | -1.1% | -1.5% | 8.1% | -1.1 | -20.3% | -0.4% | 5.4% | -13.5% | -0.4% | 2.4% | 1.8%
COc1cc(/C=N/NS(=O)(=O)c2ccccc2)c(OC)c(OC)c1 | -1.8% | 5.6% | 2.9% | 22.8 | -1.9%[1.84 µM] | x | -1.0% | -4.8% | -19.0% | -6.0% | 12.8%
O=C(COc1ccc2c(c1)OCO2)Nc1ccccc1C(F)(F)F | 7.7%[10 µM] | -24.5% | 0.4% | 24.1 | u | 0.5% | u | 14.1% | u | 1.5% | 0.6%
CCN(CC)C(=O)CN(c1cccc(OC)c1)S(=O)(=O)c1ccc(C)cc1 | 3.4% | x | -6.9% | 0.1 | -2.5% | 10.6% | -0.1% | -0.6% | 10.0% | -5.0% | 0.0%
Cc1cccc(N2CC(C(=O)Nc3ccc(S(=O)(=O)N4CCCCC4)cc3)CC2=O)c1C (stereo not given) | -15.8% | 21.3% | 19.8% | 12.0 | 0.4% | 0.7% | 1.8% | -1.1% | -12.8% | -10.4% | 2.4%
Cc1ccc(-n2nnc3c(=O)n(CC(N)=O)cnc32)cc1 | -3.3% | -1.7% | 2.3% | -7.8 | -5.6% | x | -0.2% | -0.7% | 0.0% | 8.5% | -3.4%
CC(NC(=O)CN1CCC(C(N)=O)CC1)c1ccccc1 (stereo not given) | -1.2% | -6.2% | -8.4% | 11.7 | 7.9% | -14.4% | 1.3% | 9.0% | 8.8% | -6.1% | -1.9%
CCOC(=O)c1cccnc1SC(CC)C(=O)N1CCOCC1 (stereo not given) | -1.5% | -5.3% | -12.5% | 20.1 | 0.2% | 1.7% | 1.6% | -2.1% | 9.4% | 3.1% | -18.7%
Cc1cc(C(=O)C(=O)N(C)C)c(C)n1-c1ccc(Cl)c(Cl)c1 | 2.1% | -7.4% | 11.7% | 10.3 | 1.5% | 1.2% | 0.6% | -3.5% | u | 20.7% | -5.1%
CCCCCC(=O)c1c(C)[nH]c(C(=O)OCC)c1C | -7.6% | 3.1% | 39.7% | -13.3 | 6.1% | -13.6% | u | 5.5% | 25.5% | u | -20.4%
CN1CCN(C(CNS(=O)(=O)c2ccc(Cl)cc2)c2cccnc2)CC1 (stereo not given) | 5.0% | 12.6% | -12.9% | -17.0 | 0.2% | -0.3% | 2.9% | -0.9% | -0.5% | 2.2% | -8.1%
CCC(C)(C)NC(=O)/C=C/c1cc(OC)c(OC)c(S(=O)(=O)N2CCc3ccccc32)c1 | -27.6%[10 µM] | 7.6% | -5.1% | -13.0 | -8.0% | -10.9% | -0.4% | -0.5% | 35.8% | -9.5% | 4.3%
CCOc1cc(-c2noc(CCC(=O)Nc3cccnc3)n2)ccc1OC | -11.8% | 1.0% | 8.8% | -1.1 | 17.6% | 1.41µM* | 0.0% | 16.5% | 20.6µM* | -8.5% | -8.0%
COc1ccc(N2C(=O)CC(Sc3n[nH]c(-c4ccc(C)cc4)n3)C2=O)cc1 (stereo not given) | u | 3.7% | 20µM* | 0.3 | 9.6% | 7.1% | u | -0.1% | u | -6.8% | -12.3%
C[C@@]12C(=O)N(c3cccc(Cl)c3)C(=O)N1[C@H](c1ccc(Cl)cc1)[C@@H]1C(=O)N(C3CCCCC3)C(=O)[C@@H]12 | x | x | x | -25.7 | -4.9% | x | 0.3% | -0.1% | -0.5% | 2.8% | x
Cc1ccc(NC(=O)CN(C)S(=O)(=O)c2ccc3[nH]c(=O)oc3c2)c(C)c1 | 0.7% | x | 5.3% | 8.3 | -3.2% | x | 3.0% | -3.3% | 3.1% | -0.1% | -10.1%
CCn1cc(-c2cc(C(F)(F)F)n3nc(C(=O)O)cc3n2)c(C)n1 | -5.2% | u | 2.5% | -0.8 | -1.5% | -2.0% | -0.3% | 0.0% | -1.4% | 2.9% | u
Cc1cc(NC(=O)CSc2nnc(N)s2)c([N+](=O)[O-])cc1C | 4.9% | -10.4% | -6.3% | 8.9 | -5.1% | -0.7% | -13.3% | 5.1% | 9.0% | -5.9% | u
Cc1nn(-c2ccccn2)c2c1C(c1ccccc1Cl)C1=C(N2)c2ccccc2C1=O (stereo not given) | u | 5.5% | 2.82µM* | 16.4 | -9.1% | -1.6% | 3.5% | -7.0% | 20.6µM* | 3.2% | -9.5%
CCn1c(=O)c([N+](=O)[O-])c(Cl)c2ccccc21 | 8.91µM* | -2.4% | 7.94µM* | -5.1 | -63.8%[inhibitor] | 2.9% | 1.1% | -45.2%[inhibitor] | -1.1% | -24.7% | 5.7%
COC(=O)c1ccccc1NC(=O)CSc1nnnn1C1CCCCC1 | 1.8% | -10.5% | -18.6% | -17.0 | -9.1% | -2.5% | u | -2.1% | 13.4% | 14.6% | -1.7%
O=S(=O)(NC1CCCCC1N1CCN(c2ccccc2F)CC1)c1ccccc1 (stereo not given) | 1.9% | -1.8% | u | 7.4 | -2.5% | 5.0% | -0.3% | 0.3% | -4.8% | -16.8% | -1.2%
CC(=O)N1CCn2c3c(c(=O)c4cc(C)ccc42)CCC31 (stereo not given) | 0.7% | u | -0.3% | 0.4 | 2.5% | -6.0% | 3.1% | 4.5% | 12.6% | -0.7% | u
